High-throughput results (PubChem BioAssay)
Rad51 HR inh: human RAD51 strand exchange inhibitors, primary screen, biochemical, fluorescence; 200,000 tested, 0.085% active; AID 1385, 2008; hRad51 DNA strand exchange, fluorescence dequenching; inhibition, % at 10 µM;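 active = inhibition above 40% at the single screening dose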;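 also: 0% = DMSO control wells and 100% = blanks with heterologous ssDNA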
Target sequence (Q06609 whole entry, looked up): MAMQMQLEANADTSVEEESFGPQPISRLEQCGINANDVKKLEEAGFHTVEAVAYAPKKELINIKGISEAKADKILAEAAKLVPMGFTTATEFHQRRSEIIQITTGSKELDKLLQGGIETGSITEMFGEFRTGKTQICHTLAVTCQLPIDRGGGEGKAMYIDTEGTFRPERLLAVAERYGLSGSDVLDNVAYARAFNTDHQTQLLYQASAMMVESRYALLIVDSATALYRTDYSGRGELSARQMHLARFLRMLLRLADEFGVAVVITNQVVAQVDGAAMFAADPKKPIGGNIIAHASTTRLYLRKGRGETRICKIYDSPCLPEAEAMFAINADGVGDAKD
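Material: hRad51 filaments on single-stranded DNA; Reagent: Donor/quencher-labelled 47-bp dsDNA substrate; Compound: 10 µM final, single point; Schedule: 37 °C 15-min filament assembly, 30-min compound preincubation, 15-min exchange; Technique: FRET fluorescence, excitation 485 nm, emission 520 nm; Benchmarks: control wells and blank wells on each plate.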
thrombin 1536: human alpha-thrombin inhibitors, primary screen, counter-screen for coagulation protease inhibitor project, biochemical, 1536-well, fluorogenic AMC substrate; Boc-VPR-AMC fluorogenic substrate cleavage; Prothrombin (Homo sapiens), P00734; 220,000 tested, 0.26% active; inhibition, % at 5 µM; AID 1046, 2008;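 active = inhibition at or above 40%; inactive = inhibition below 40%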;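 also: 0% = enzyme with no compound and 100% = wells without enzyme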
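Material: Human alpha-thrombin protein | Buffer or medium: pH 7.5 Tris-saline with Tween 20 | Reagent: Boc-VPR-AMC substrate, 15 µM final | Schedule: Reaction at ambient temperature | Detection: AMC fluorescence at 355 nm excitation and 460 nm emission | Evaluation: Percent inhibition scaled between no-compound controls and no-enzyme blanks | Controls: no-compound enzyme wells and no-enzyme blanks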
Cl transport mod: KCC2 cotransporter modulators, thallium flux, primary screen, cell-based, HEK293 KCC2, FluoZin-2 fluorescence, MLSMR; KCC2 cells, thallium flux FluoZin-2 fluorescence; B-score of Tl+ flux slope (higher = more flux/activation; lower = inhibition) at 10 µM; 190,000 tested, 2.2% active; AID 1456, 2008;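 active = thallium flux slope and its plate-corrected score both differing from the plate sample mean at a set confidence after two filtering rounds, in either direction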;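 also: slope of fluorescence scaled to starting intensity during 10 to 20 s after thallium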
Hck Nef HTS: inhibitors of Nef-activated human Hck kinase, primary screen, biochemical, Z-Lyte FRET, 384-well, Hck-YEEI; inhibition, % at 20 µM; Recombinant Hck-YEEI plus Nef, Z-Lyte FRET kinase assay; 220,000 tested, 0.68% active; Tyrosine-protein kinase HCK (Homo sapiens), P08631;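 active = Hck-Nef kinase inhibition above about 50%, limit read from the data; inactive = inhibition below that limit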;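 also: 0% = DMSO with Hck plus Nef and 100% = Hck alone without Nef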
Target sequence (P08631 whole entry, looked up): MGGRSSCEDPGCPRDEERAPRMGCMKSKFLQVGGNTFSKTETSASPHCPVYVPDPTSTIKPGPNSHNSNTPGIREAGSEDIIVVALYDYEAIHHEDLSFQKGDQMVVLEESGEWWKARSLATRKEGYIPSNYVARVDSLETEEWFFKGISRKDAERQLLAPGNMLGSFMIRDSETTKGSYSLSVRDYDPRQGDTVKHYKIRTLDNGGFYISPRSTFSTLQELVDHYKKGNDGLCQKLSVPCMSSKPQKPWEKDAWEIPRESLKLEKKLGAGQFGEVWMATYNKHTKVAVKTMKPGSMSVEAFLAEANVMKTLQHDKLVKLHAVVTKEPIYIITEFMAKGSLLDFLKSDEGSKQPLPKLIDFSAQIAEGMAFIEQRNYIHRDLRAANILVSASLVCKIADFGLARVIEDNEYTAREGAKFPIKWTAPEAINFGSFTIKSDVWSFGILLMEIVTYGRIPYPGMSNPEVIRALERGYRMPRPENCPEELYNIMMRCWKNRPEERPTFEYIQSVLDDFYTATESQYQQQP
FXIIa inh 1536: human FXIIa protease inhibitors, primary screen, biochemical, 1536-well; inhibition, % at 5 µM; Coagulation factor XII (Homo sapiens), P00748; purified FXIIa, Boc-QGR-AMC fluorogenic substrate, 2 h; 220,000 tested, 0.3% active; in the data active = inhibition above about 40%;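 also: 0% = enzyme with no compound and 100% = blank without enzyme; many of its hits are not listed in these tables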
TNF death inh: inhibitors of TNF-alpha triggered necroptosis, primary screen, cell-based, Jurkat FADD-/-, single concentration. Jurkat FADD-/- TNF necroptosis rescue, ATP luminescence, 24 h; 0 = TNF only, 100 = no-TNF cells. activation (protection from cell death), % at 10 µM. 220,000 tested, 0.068% active. AID 463075, 2010;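 active = activation, meaning protection from cell death, of at least 50% relative to plate controls; inactive = activation below 50%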;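 also: necroptosis triggered by 40 ng/mL TNF-alpha added together with compound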
L929 necroptosis: inhibitors of zVAD-triggered necroptosis, primary screen, L929 cells; viability rescue, % at 10 µM; AID 1377, 2008; L929 zVAD necroptosis rescue, ATP luminescence, 24 h; with zVAD 60 µM; 220,000 tested, 0.38% active;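 active = activation, scaled between plate controls, above about 75%, limit read from the data; inactive = activation under that limit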;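 also: 0% = zVAD with DMSO and 100% = DMSO alone without zVAD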
KLK5 inh: human KLK5 protease inhibitors, primary screen, biochemical, 1536-well | recombinant hK5, fluorogenic AMC substrate cleavage | inhibition, % at 5 µM | Kallikrein-5 (Homo sapiens), Q9Y337 | AID 873, 2007 | 210,000 tested, 0.59% active;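 active = inhibition of 40% or more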;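 also: 0% = enzyme controls without compound and 100% = no-enzyme blanks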
Target sequence (Q9Y337 67-293 limits assumed): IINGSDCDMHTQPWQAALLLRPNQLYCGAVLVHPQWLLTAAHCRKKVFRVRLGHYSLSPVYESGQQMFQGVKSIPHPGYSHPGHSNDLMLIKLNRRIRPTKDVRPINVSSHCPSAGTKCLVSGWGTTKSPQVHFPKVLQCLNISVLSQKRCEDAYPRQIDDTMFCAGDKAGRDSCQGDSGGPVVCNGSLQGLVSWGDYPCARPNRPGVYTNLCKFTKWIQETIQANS
FXIa inh: human FXIa protease inhibitors, primary screen, biochemical, 1536-well | Coagulation factor XI (Homo sapiens), P03951 | 220,000 tested, 0.14% active | purified FXIa, Boc-Glu-Ala-Arg-AMC fluorogenic substrate | AID 798, 2007 | inhibition, % at 5 µM;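 active = inhibition of at least 40%; inactive = inhibition below 40%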;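 also: fluorescence of freed AMC excited at 355 nm; 0% = enzyme without compound and 100% = no enzyme blank; many of its hits are not listed in these tables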
* hit, by the source's call; nt = no result given. Some of the compounds tested; rates above refer to the full screens.

SMILES	Rad51 HR inh	thrombin 1536	Cl transport mod	Hck Nef HTS	FXIIa inh 1536	TNF death inh	L929 necroptosis	KLK5 inh	FXIa inh
COC(=O)c1cc(=O)n(-c2ccccc2)c(=Nc2ccccc2)s1	-1.9	-0.3	0.0668	-4.3	5.8	-12.6	nt	-5.6	3.2
O=C1CC(Nc2ccccc2)C(=O)N1Cc1ccccc1 (stereo not drawn)	-0.1	-11.5	-0.456	2.2	-10.5	5.2	-0.3	-19.3	-6.5
Cc1ccc(NC2c3ncccc3C(=O)N2Cc2cccs2)cc1 (stereo not drawn)	-5.1	-4.9	-0.511	-1.0	15.2	-0.4	0.4	8.1	7.3
Cc1cc(C)n(CC(C)NCc2cn[nH]c2-c2cccc3ccccc23)n1 (stereo not drawn)	18.1	3.2	1.03	4.9	12.5	1.3	-0.6	nt	4.9
Cc1ccccc1NC(=O)c1cc(S(=O)(=O)N2CCOCC2)ccc1F	0.6	-14.8	0.116	-0.5	-7.3	1.8	0.9	-4.1	-1.0
NC(CC(=O)OC1CCCCC1)C(=O)OC1CCCCC1 (stereo not drawn)	-4.2	2.3	-0.705	-1.0	14.3	-2.6	-0.3	-9.8	3.3
CCOC(=O)CSc1nnc(CNC(=O)c2cccs2)n1-c1cc(C)ccc1C	-5.1	12.6	0.606	-0.4	8.5	-2.9	-0.2	19.6	0.3
Cc1cc(NC(=O)c2ccccc2F)n(-c2nc3ccccc3[nH]2)n1	5.5	-9.3	0.126	-3.1	12.4	0.3	0.0	-53.0	0.0
COc1ccc(N2CCN(C(=O)c3ccc(N(C)S(=O)(=O)c4ccc(OC)cc4)cc3)CC2)cc1	nt	-0.6	0.0549	12.8	5.9	1.8	0.4	-1.9	1.8
COc1ccc(/C=C/C(=O)N(Cc2ccccc2)c2ccccn2)cc1OC	-0.9	-9.5	nt	16.3	2.6	1.0	-0.9	6.3	3.5

Retrieved by compound from the list above, 2 records:
SMILES	Rad51 HR inh	thrombin 1536	Cl transport mod	Hck Nef HTS	FXIIa inh 1536	TNF death inh	L929 necroptosis	KLK5 inh	FXIa inh
Cc1ccc(NC2c3ncccc3C(=O)N2Cc2cccs2)cc1 (stereo not drawn)	-5.1	-4.9	-0.511	-1.0	15.2	-0.4	0.4	8.1	7.3
NC(CC(=O)OC1CCCCC1)C(=O)OC1CCCCC1 (stereo not drawn)	-4.2	2.3	-0.705	-1.0	14.3	-2.6	-0.3	-9.8	3.3

New compounds follow
SMILES	Rad51 HR inh	thrombin 1536	Cl transport mod	Hck Nef HTS	FXIIa inh 1536	TNF death inh	L929 necroptosis	KLK5 inh	FXIa inh
COC(=O)C(NC(=O)c1ccc(F)cc1)(Nc1nc(C)cs1)C(F)(F)F (stereo not drawn)	0.5	1.3	-0.205	-3.1	17.8	-1.0	1.5	-28.3	4.8
O=C(O)C(=O)/C(=C\c1ccc(Cl)cc1)c1ccc2ccccc2n1	-192.6	-7.2	2.35	14.7	1.5	-0.3	3.3	-5.1	-3.6
Cc1csc2nc(CSc3ccc(Cl)cc3)cn12	6.3	3.3	nt	0.9	11.6	-0.2	0.0	-1.5	0.6
O=c1c2ccccc2nc(SCc2nnc(-c3ccccc3Br)o2)n1Cc1ccco1	-5.0	-7.8	2.17	2.4	15.4	-5.4	-0.1	-9.1	-1.7
Cc1cc(/C=C2/C(=N)N3C(=NC2=O)SN=C3S(C)(=O)=O)c(C)n1-c1ccc(F)cc1	-8.9	0.8	-3.54	21.8	16.0	1.2	1.6	4.8	4.8
CC(=O)c1ccc(Nc2c3c(c(C#N)c4nc5ccccc5n24)CCC3)cc1	-24.4	-6.1	1.46	3.9	11.7	0.5	-0.3	-4.5	5.2
Clc1ccc(Oc2ncnc3oc(-c4ccccc4)cc23)cc1	nt	2.5	0.452	2.4	33.3	-2.8	0.2	-4.4	18.0
Cc1ccc(S(=O)(=O)N(C)C)cc1[N+](=O)[O-]	-7.4	-6.5	-0.000818	6.9	-1.6	0.3	1.1	1.2	-6.0
O=C(Nc1cnn(Cc2c(Cl)cccc2Cl)c1)C(c1ccccc1)c1ccccc1	0.1	-1.9	-0.916	14.2	12.2	-2.1	-0.1	-18.7	-10.0
Cn1c(N)c(C(=O)COC(=O)C2(c3cccc(F)c3)CCCC2)c(=O)n(C)c1=O	6.2	2.0	nt	2.1	3.7	-12.7	-0.4	2.9	2.4
COc1ccc(OCCSc2nnc3sc4ccccc4n23)cc1	1.5	-3.7	-0.22	-0.1	6.9	-4.1	1.3	0.8	0.3
COc1ccc(C2C3=C(CC(c4ccco4)CC3=O)Nc3ccccc3N2C(C)=O)cc1 (stereo not drawn)	10.2	-0.6	0.347	-0.5	18.7	-9.4	-0.6	4.1	1.4
Cc1ccc(Nc2ccc(C(=O)O)cc2N)cc1	-16.2	-3.2	0.421	0.6	2.4	-4.4	-0.1	-40.9	1.2
O=C(N/N=C/c1c(O)ccc2ccccc12)c1[nH]ncc1Br	nt	2.4	0.502	-0.9	5.7	-9.1	11.2	-59.0	2.9
C=CCNC(=O)C(=O)c1cccn1-c1ccsc1C(=O)OC	-8.6	2.2	-0.427	1.9	17.1	-0.4	-0.7	-3.5	5.5
O=C(O)CCCCCN1C(=O)/C(=C\c2ccc(-c3ccc(Cl)cc3)o2)SC1=S	-66.4	0.0	-2.38	46.9	12.9	-1.7	-1.4	6.9	6.4
Cc1ccc(C(=O)Nc2ccccc2C(=O)NC(Cc2c[nH]c3ccccc23)C(=O)O)cc1 (stereo not drawn)	-13.8	-6.3	nt	11.4	9.6	0.6	0.9	2.4	6.7
CC(C)(C)c1ccc(C(=O)N2CCCCCC2=O)cc1	4.7	3.2	-1.01	9.9	15.1	0.5	0.3	-4.1	9.0
Cc1ccc(-c2nn(C)c(=O)c3ccccc23)cc1S(=O)(=O)N1CCOCC1	-0.1	1.0	-0.304	12.9	14.8	-5.4	-0.4	-7.4	9.0
CSC(=NC#N)N1CCN(c2c(C)cccc2C)CC1	-0.3	-2.0	-0.792	-4.2	1.5	-1.3	-0.1	-6.3	-5.9
CCC(C)NC(=S)NNC(=O)c1ccc(C(C)(C)C)cc1 (stereo not drawn)	-4.8	-2.9	0.071	0.7	4.5	-2.1	2.2	-65.9	-2.5
N#C/C(=C/c1ccc(Br)o1)C(N)=S	-6.5	-5.7	-0.145	18.4	3.5	-18.5	2.6	2.1	-0.8
CC1(C)CC(=O)C(C=NCc2cccnc2)=C(O)C1	-9.7	0.2	nt	-0.3	19.3	-0.8	1.0	-11.9	-1.5
Cc1[nH]c2ccc(C(=O)N3CCCCC3)cc2c1C	4.7	-9.8	-0.985	19.4	6.9	0.2	9.2	1.4	-3.9
CCOC(=O)Cc1csc(NS(=O)(=O)c2ccc(Cl)cc2)n1	-5.8	1.5	1.12	-2.9	9.9	1.0	-0.5	-13.2	7.0
CCCC(=O)Nc1ccc(NC(=O)c2ccco2)cn1	-4.4	-5.6	nt	-0.8	4.5	0.7	2.2	2.0	-6.0
COCCCNC(=O)c1ccc(-c2csc(C)n2)cc1	-1.3	4.2	0.113	25.2	2.3	-0.3	0.6	-4.0	-3.5
CCN1/C(=C/C=C/C=C/c2sc3ccccc3[n+]2CC)Sc2ccccc21	-11.4	-1.5	-0.956	-23.2	11.2	-26.8	25.2	-9.7	-0.4
CC(=O)N1CCN(C(=O)c2ccc(Oc3ccccc3)cc2)CC1	0.0	1.9	1.89	-3.0	2.2	-0.6	1.1	-18.6	-9.0
COc1ccc(-c2ccc(-c3noc(-c4ccccc4OC)n3)c(OC)n2)cc1	2.3	1.3	0.121	3.3	0.2	0.1	0.6	-1.2	-0.3
N#Cc1ccccc1CSc1nc2ccc(NC(=O)c3ccccc3C(=O)O)cc2s1	-1.4	-6.2	-3.57*	30.6	8.1	-0.6	4.8	-3.0	1.1
CCC/C=N/Nc1nc2ccccc2s1	24.1	5.1	0.656	4.4	10.2	2.2	2.2	-3.1	-1.0
Cc1cccc(C2NC(=O)c3c(sc(C)c3C)N2)c1O (stereo not drawn)	nt	-4.1	0.0401	2.4	-4.6	-1.5	-0.1	1.8	-8.5
Cc1ccc(S(=O)(=O)NNC(=O)c2snnc2C)cc1	6.4	-3.1	nt	0.6	-9.0	1.1	1.4	1.1	-7.2
COc1ccc(CNC(=O)C2CCC(CNc3nc(=S)[nH]c4ccccc34)CC2)cc1 (stereo not drawn)	-26.2	0.1	-1.1	22.6	9.7	2.3	-0.4	-5.5	6.2
Cc1c(C(=O)NCc2ccccc2)oc2ccc(S(=O)(=O)N3CCCC3)cc12	-3.4	-2.0	-2.52	11.0	7.7	0.8	2.2	-10.2	5.6
CCCCOC(=O)Nc1nnc(Cc2ccc(Cl)cc2)s1	-5.0	1.4	0.0376	20.4	17.0	3.6	13.5	8.3	13.7
COc1ccc(CC(=O)Nc2c3c(nn2-c2cccc(C)c2C)CS(=O)C3)cc1 (stereo not drawn)	3.5	-2.3	1.47	-0.6	9.2	-0.5	-0.1	2.2	2.5
CCn1c(-c2ccco2)nc2ccccc21	-2.1	1.9	-0.18	8.3	5.5	-2.0	-0.5	-8.6	3.4
NC(=O)COC(=O)Cc1coc2cc3c(cc12)CCC3	21.7	-17.4	nt	21.4	3.5	-0.1	0.5	-3.2	-4.7
CC(=O)NCC(=O)OCc1ccc([N+](=O)[O-])cc1	-5.7	-0.8	-0.605	3.8	13.9	-0.4	1.2	-13.1	18.4
Cc1c(NC(=O)C2CCCCN2S(=O)(=O)c2ccc(Cl)cc2)c(=O)n(-c2ccccc2)n1C (stereo not drawn)	1.7	1.4	0.265	12.5	14.2	-3.5	-0.7	-3.9	4.3
CCCN(CCC)CCCNC(=O)c1ccc2c(c1)N(CC)C(=O)c1ccccc1S2=O (stereo not drawn)	-2.9	12.8	-0.0303	0.7	23.7	0.2	0.0	21.7	12.4
COc1ccc(Cn2cccc(NC(=O)Nc3cccc(C#N)c3)c2=O)cc1	-10.5	-4.4	0.374	3.2	1.4	-1.4	0.0	-10.6	-5.4
CCOC(=O)c1sc(NC(=O)CN(CC)CC)c(C(=O)OCC)c1C	1.8	5.0	0.117	-0.6	-3.4	1.6	0.1	-0.3	-0.7
O=C(O)C1C2C=CC(C3CC23)C1C(=O)NCCc1ccccc1 (stereo not drawn)	-2.2	4.2	-0.786	11.0	17.9	-1.1	0.6	7.7	-1.4
COc1ccc(C(=O)NCc2ccccc2)cc1S(=O)(=O)N1CCCc2ccccc21	nt	3.0	-3.86	1.8	16.3	2.3	-0.6	0.6	4.2
